# GDH-TPI inh: GDH-TPI coupling enzyme inhibitors, primary screen, artefact control for M. tuberculosis FBA inhibitor project, biochemical, absorbance, full deck; 1.2% of 360,000 active; AID 588335, 2011; GDH-TPI coupled enzyme counterscreen, NADH absorbance; inhibition, % at 4.8 µM;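 note: 0% = DMSO wells and 100% = wells lacking the enzyme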
# BoNT F protease: BoNT/F light chain protease inhibitors, primary screen, biochemical, flow cytometry, MLPCN library; Botulinum neurotoxin type F light chain protease (Clostridium botulinum); Multiplex microsphere protease cleavage assay; inhibition, % at 10 µM; 0.22% of 360,000 active; in the data active = inhibition above about 35%, passing the limit was not always enough; inconclusive = no clear call, values can overlap the other calls; note: plate controls were buffer without enzyme for full effect and enzyme alone for no effect
# DUSP3 inh: VHR1 phosphatase inhibitors, primary screen, biochemical, absorbance, uHTS; Dual specificity protein phosphatase 3 (Homo sapiens), P51452; recombinant VHR phosphatase, pNPP absorbance; inhibition, % at 13.3 µM; 0.52% of 290,000 active; AID 1654, 2009; in the data active = inhibition above about 50%; note: some compounds called inactive have numbers as strong as hits
# Target sequence (P51452 whole entry, looked up): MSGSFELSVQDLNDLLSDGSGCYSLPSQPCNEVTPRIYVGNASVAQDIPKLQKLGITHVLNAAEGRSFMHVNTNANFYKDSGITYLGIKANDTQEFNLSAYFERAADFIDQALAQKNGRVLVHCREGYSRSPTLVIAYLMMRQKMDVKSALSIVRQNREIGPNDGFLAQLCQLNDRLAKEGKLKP
# MazEF act: activators of E. coli MazEF toxin-antitoxin RNase, primary screen, biochemical, fluorescence, uHTS; 0.32% of 350,000 active; FAM/BHQ RNA-DNA oligo cleavage fluorescence, 5 h; activation, % at 20 µM; AID 504720, 2011; in the data active = activation above about 50%
# Target sequence (P0AE70 whole entry, looked up): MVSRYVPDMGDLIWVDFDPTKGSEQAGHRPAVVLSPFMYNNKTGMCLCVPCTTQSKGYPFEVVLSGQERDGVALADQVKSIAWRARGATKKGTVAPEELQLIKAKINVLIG
# Mtb UGM inh: M. tuberculosis UGM enzyme inhibitors, primary screen, biochemical, fluorescence polarization, single point; UDP-galactopyranose mutase (Mycobacterium tuberculosis (strain ATCC 25618 / H37Rv)), …; purified UGM, fluorescence polarization probe displacement; inhibition, % at 10 µM; 0.06% of 320,000 active; in the data active = inhibition above about 10%, passing the limit was not always enough; inconclusive = no clear call, values can overlap the other calls
# Target sequence (P9WIQ1 whole entry, looked up): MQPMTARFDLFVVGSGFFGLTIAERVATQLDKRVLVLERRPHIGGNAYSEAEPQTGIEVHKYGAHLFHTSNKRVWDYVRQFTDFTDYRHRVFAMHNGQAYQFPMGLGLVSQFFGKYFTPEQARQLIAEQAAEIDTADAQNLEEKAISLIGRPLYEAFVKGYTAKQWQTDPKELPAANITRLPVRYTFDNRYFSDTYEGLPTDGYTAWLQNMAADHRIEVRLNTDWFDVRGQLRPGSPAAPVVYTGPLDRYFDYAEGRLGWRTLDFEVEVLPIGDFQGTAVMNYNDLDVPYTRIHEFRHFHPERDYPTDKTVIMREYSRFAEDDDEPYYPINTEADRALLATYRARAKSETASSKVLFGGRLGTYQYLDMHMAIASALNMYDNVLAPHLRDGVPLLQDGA
# Mtb FBA inh: Mtb FBA enzyme inhibitors, primary screen, biochemical, fluorescence, strain H37Rv. Fructose-bisphosphate aldolase (Mycobacterium tuberculosis (strain ATCC 25618 / H37Rv)), …. purified M. tuberculosis FBA, fluorescence read-out. inhibition, % at 1 µM. 2.3% of 360,000 active; in the data active = inhibition above about 27%;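 note: 0% = vehicle and 100% = reference inhibitor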
# Target sequence (P9WQA3 whole entry, looked up): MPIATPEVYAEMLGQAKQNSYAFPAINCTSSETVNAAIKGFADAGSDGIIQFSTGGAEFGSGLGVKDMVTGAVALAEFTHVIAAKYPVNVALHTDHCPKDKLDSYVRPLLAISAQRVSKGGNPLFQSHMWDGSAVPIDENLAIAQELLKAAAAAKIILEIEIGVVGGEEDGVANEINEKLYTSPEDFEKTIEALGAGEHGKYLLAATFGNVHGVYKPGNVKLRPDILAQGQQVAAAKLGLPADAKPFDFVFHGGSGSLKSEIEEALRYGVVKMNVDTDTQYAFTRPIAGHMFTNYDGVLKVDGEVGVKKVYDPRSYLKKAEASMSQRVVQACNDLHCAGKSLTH
# Mtb BioA inh: M. tuberculosis BioA enzyme inhibitors, primary screen, biochemical, plate reader, single point, HTS. 0.096% of 360,000 active. inhibition, % at 9.99 µM. purified M. tuberculosis BioA enzyme. 7,8-diaminopelargonic acid synthase BioA (Mycobacterium tuberculosis); in the data active = inhibition above about 40%; inconclusive = no clear call, values can overlap the other calls
# FadD28 FP inh: inhibitors of FadD28 bisubstrate probe binding, primary screen, biochemical, fluorescence polarization, single point; Mycobacterium tuberculosis FadD28 fatty-acid-AMP ligase; inhibition, % at 12.5 µM; 0.22% of 360,000 active; AID 588549, 2011; in the data active = inhibition above about 8.5%, passing the limit was not always enough; inconclusive = no clear call, values can overlap the other calls
# CCHF vOTU inh: CCHFV vOTU protease inhibitors, primary screen, biochemical, Pep-AMC substrate, fluorescence. inhibition, % at 11.5 µM. 0.55% of 370,000 active; note: 0% = vehicle wells with enzyme and 100% = no enzyme wells
# Rv3671c protease: Rv3671c serine protease inhibitors, primary screen, biochemical, fluorescence polarization, M. tuberculosis H37Rv. P9WHR9. AID 2606, 2010. 0.048% of 320,000 active. inhibition, % at 5.96 µM; in the data active = inhibition above about 38%;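 note: extracellular domain of Rv3671c used as enzyme; 0% = enzyme with DMSO and 100% = no enzyme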
# * marks the source's active call; other numbers are inactive results; ? = inconclusive; nt = not tested or not shown; & = joins results of further samples. Cut-off read from the data, not from the text of the source, unless noted: active = inhibition above about 30%; inactive = the rest.
molecule	GDH-TPI inh	BoNT F protease	DUSP3 inh	MazEF act	Mtb UGM inh	Mtb FBA inh	Mtb BioA inh	FadD28 FP inh	CCHF vOTU inh	Rv3671c protease
c1ccc(-n2cnnc2SCc2cn3ccsc3n2)cc1	-1	-11	36	6	-3.3	3	4.2	0.2	4	-5
COC(=O)c1c(-c2ccccc2OC)sc2ccccc12	4	0	nt	-9	0.6	6	-0.2	-19	5	-4
Cc1ccn(C(C)CC(=O)Nc2ccc(-c3ccno3)cc2)n1 (stereo not drawn)	1	4	19	-5	-7.5	2	1.2	-0.3	10	-2
Cc1ccc(S(=O)(=O)NC(C)(C)CSc2ccccn2)cc1	-5	-8	6	4	-2.0	-1	3.9	-1.3	22	-9
O=C(c1ccc(-n2cccn2)cc1)N1CCc2ccccc2C1	2	-9	21	11	-0.6	2	10	-1.1	-8	-1
CC(NC(=O)CN(C)CC(=O)Nc1ccc(Cl)c(C(F)(F)F)c1)c1ccccc1 (stereo not drawn)	5	-6	nt	4	2.3	-2	2.4	-5.8	9	4
COc1ccc(C)cc1NC(=O)CCCN1C(=O)CCC1=O	8	-4	15	10	0.2	1	-0.4	-1.5	0	8
CC1CN(S(=O)(=O)c2csc(C(=O)Nc3ccccc3)c2)CC(C)O1 (stereo not drawn)	13	12	-6	7	0.5	3	-1.8	-1.1	-24	-16
CC(=O)C1=C(C)Nc2ncnn2C1c1ccccc1OCc1ccccc1 (stereo not drawn)	11	2	3	1	0.5	0	-0.8	-3.7	-2	-4
COc1ccc2c(c1)CCCN2C(N)=O	-6	-18	0	16	0.3	3	-1.9	1.8	-12	13
Cc1ccc(C)c(N2CC(O)(c3cccs3)[N+]3=C2CCCC3)c1 (stereo not drawn)	0	-1	2	-1	0.2	5	nt	0.3	-14	4
CCOc1ccccc1C=NN=Cc1ccccc1O	15	1	nt	5	nt	1	nt	-1.8	-2	nt
COc1ccc(CCC(=O)NC2=NCCS2)cc1OC	0	-19	3	-8	-0.3	-3	-2.5	0.6	1	4
CCOC(=O)C1=C(O)C(=O)N(Cc2cccnc2)C1c1ccc(C)cc1 (stereo not drawn)	8	6	8	2	1.3	2	nt	-0.8	-1	-6
COc1ccccc1CNC(=O)C/C(C)=N/NC(=O)Cc1ccc(Cl)cc1	3	19	22	2	1.6	0	-9.6	-0.8	-3	2
CCCS(=O)(=O)c1ccc(COC(=O)Cc2ccc([N+](=O)[O-])cc2)cc1	-4	?	-2	6	4.3	-1	5.5	-3.9	-6	-2
O=C(O)c1ccc(/C=N/Nc2nc3ccccc3[nH]2)cc1	75*	-6	-12	-7	0.0	2	-0.1	-0.1	1	1
COc1ccccc1S(=O)(=O)Cc1ccc(C(=O)NCCN2CCCCCC2)o1	-11	-17	2	12	-2.5	3	-1.9	-0.8	10	-2
Cc1cc(C)cc(N(C(=O)c2csnn2)C(C(=O)NC(C)(C)C)c2ccncc2)c1 (stereo not drawn)	-2	-1	7	2	3.7	-1	nt	-0.9	-9	2
Cc1ccccc1NC(=S)N1CCCC1	1	-1	-4	6	-1.2	1	nt	-1.3	-8	-5
COc1ccc(/C(C)=N/N=C2/NC(=O)CC(C(=O)O)S2)cc1F (stereo not drawn)	52*	6	15	0	3.2	-5	nt	0.5	-2	6
COc1ccc(F)cc1-c1cc(C(=O)Nc2cccnc2)[nH]n1	-3	-6	nt	nt	nt	0	3.2	-1.4	-3	nt
C/C(CC(=O)Nc1ccc(Cl)c(C(F)(F)F)c1)=N\NC(=O)c1cc2ccccc2cc1O	10	-5	-7	2	0.8	1	1.6	-1.5	22	-7
CCN1CCN(Cc2ccc(NC(=O)Nc3ccccc3OC)cc2)CC1	0	-8	11	11	0.7	0	-0.3	0.7	1	-3
O=C(CNc1ccc2ccccc2c1)N/N=C/c1cc2ccccc2nc1Cl	5	-3	-3	12	0.3	1	-0.3	-5.3	-16	1
O=C(NC1CCCCC1)c1ccc(COCC(F)(F)F)o1	-4	-16	17	0	-0.1	0	-0.5	1.9	8	-5
Cc1cc(-c2n[nH]c(=S)n2/N=C/C(Br)=C/c2ccccc2)n[nH]1	7	-5	-4	0	-0.1	-4	nt	-2.4	-11	-24
COc1ccccc1OCCC(=O)OCC(=O)Nc1cc(S(=O)(=O)N(C)C)ccc1Cl	-6	2	11	6	-1.8	-1	-0.6	-4.5	20	-6
O=C(COC(=O)c1ccc2ccccc2n1)Nc1cccc(S(=O)(=O)NC2=NCCCCC2)c1	1	-2	37	-10	0.5	-4	nt	-5.6	23	-8
COc1ccc(CN(C)CC(=O)N2CCc3ccccc3C2)cc1	-10	-9	-8	1	2.0	0	-1.8	-4.3	16	-18

# Filtered by structure: those above with a CF3 group.
molecule	GDH-TPI inh	BoNT F protease	DUSP3 inh	MazEF act	Mtb UGM inh	Mtb FBA inh	Mtb BioA inh	FadD28 FP inh	CCHF vOTU inh	Rv3671c protease
CC(NC(=O)CN(C)CC(=O)Nc1ccc(Cl)c(C(F)(F)F)c1)c1ccccc1 (stereo not drawn)	5	-6	nt	4	2.3	-2	2.4	-5.8	9	4
C/C(CC(=O)Nc1ccc(Cl)c(C(F)(F)F)c1)=N\NC(=O)c1cc2ccccc2cc1O	10	-5	-7	2	0.8	1	1.6	-1.5	22	-7
O=C(NC1CCCCC1)c1ccc(COCC(F)(F)F)o1	-4	-16	17	0	-0.1	0	-0.5	1.9	8	-5

# Continued.
molecule	GDH-TPI inh	BoNT F protease	DUSP3 inh	MazEF act	Mtb UGM inh	Mtb FBA inh	Mtb BioA inh	FadD28 FP inh	CCHF vOTU inh	Rv3671c protease
O=C(CN(C1CCCCC1)S(=O)(=O)c1ccccc1)NCc1ccco1	6	8	-9	9	-0.9	-3	0.9	-0.1	-4	-1
COC(=O)[C@@]1(Cc2ccccc2)[C@H]2C(=O)N(C)C(=O)[C@H]2[C@H]2CN=C(SCc3ccc(C)cc3)N21	-8	-2	nt	2	nt	-2	-1.0	-1.0	3	nt
O=S(=O)(c1cccc(-c2cn3cc(Cl)ccc3n2)c1)N1CCOCC1	0	-3	0	2	2.7	5	1.4	-5.6	-15	-1
O=C1C(=O)N(Cc2ccco2)C(c2cccs2)/C1=C(\O)c1cccc([N+](=O)[O-])c1 (stereo not drawn)	20	2	-7	5	-0.5	-3	-0.8	-1.7	1	4
CCN(CC)C(=O)Cn1c(=O)n(-c2ccccc2)c(=O)n1CC(=O)N(CC)CC	-1	-2	-5	3	0.1	0	nt	-4.9	-5	5
O=C(NC1=NCCS1)c1nc(-c2ccccc2)n(-c2ccccc2)n1	-5	-7	6	7	1.4	2	-2.1	-1.2	1	5
CCOc1cc(C(C#N)N2CCOCC2)ccc1OC (stereo not drawn)	1	-8	6	4	0.0	0	nt	-2.9	4	5
O=C(CSc1nnc(-c2ccco2)n1CC1CCCO1)NC1CCCC1 (stereo not drawn)	5	4	27	1	2.4	0	-4.1	-0.8	-13	3
Cc1ccc(NC(=O)Cn2cnc3ccccc32)cc1C	5	-7	11	6	-0.1	5	nt	0.6	3	-2
O/N=C/CCn1c(=S)sc2ccccc21	13	-18	17	0	2.9	-1	-0.1	-0.6	4	-11
Cc1noc(C)c1-c1nc(CS(=O)(=O)c2ccccc2)no1	9	?	4	9	3.4	1	nt	0.5	-9	6
C=C(C)CSc1ncc(-c2cccc(C(F)(F)F)c2)cn1	18	-1	14	-10	0.5	7	0.4	0.6	-6	-5
CC(NCC(=O)Nc1ccccc1C(=O)NC1CC1)c1ccc(S(C)(=O)=O)cc1 (stereo not drawn)	-3	nt	nt	-6	2.1	6	-0.4	-1.6	12	2
Cc1cccc(OCCn2c(-c3ccco3)nc3ccccc32)c1	14	2	13	-1	1.0	5	2.2	-5.9	6	-3
Cc1c(N=C2Nc3cccc4cccc2c34)c(=O)n(-c2ccccc2)n1C	6&1	0&-4	3	-14&2	0.4	-7&-6	-4.4&-3.5	-2.1&-3.6	6&-4	2
Cc1ccc(C)c(NC(=S)N/N=C2\CCc3ccccc32)c1	18	-7	-7	-2	0.6	2	1.0	-3.0	-1	-11
Cc1ccc(C(=O)O)cc1NC(=S)NC(=O)c1ccc(COc2ccccc2)cc1	1	10	-2	-8	-1.4	1	4.2	-4.9	1	0
O=C(NCc1ccco1)c1ccccc1Nc1ccc(F)cc1	3	-18	-2	-14	0.1	0	-1.5	-3.5	31*	-7
O=C(c1ccc(CS(=O)Cc2cccc(Cl)c2)o1)N1CCN(c2ccc(F)cc2)CC1 (stereo not drawn)	-11	-4	nt	5	nt	0	9.7	0.0	5	nt
Cc1ccc(S(=O)(=O)N(C)C)cc1NC(=S)Nc1ccc2cn[nH]c2c1	-7	-4	0	0	0.2	1	nt	-2.5	-14	-1
CN(C)c1ccc(/C=c2\sc3n(c2=O)CCCN=3)cc1	6	-13	2	-4	-1.8	-13	nt	-3.2	11	-5
COc1ccc(OCC(=O)N2c3ccccc3CCc3ccccc32)cc1	-9	-2	8	-1	0.1	1	2.9	-3.8	-1	-9
Cc1c(C=O)c2ccccn2c1C(=O)c1ccncc1	24	1	19	-1	0.3	-3	3.1	-2.8	11	5
COc1ccc(CN2C(=O)C(CC(=O)NC3CCCCC3)CC(C(=O)N(C)C)=C2C)cc1 (stereo not drawn)	0	-2	nt	4	nt	-1	0.3	-0.4	-5	nt
Cc1ccc(N2C(=O)C(CN3CCCCC3)C2c2ccccc2)cc1 (stereo not drawn)	-5	-2	26	3	-0.8	3	nt	1.6	-5	6
CC(C)(C)CC(=O)NC(=S)NCCc1ccccc1	2	9	25	3	-0.3	-1	-0.3	-3.8	13	-3
CCOc1ccc(NC(=O)CSc2nnc(CCNC(=O)c3ccc(OC)cc3)n2C)cc1	8	0	6	9	0.5	6	-2.6	-1.6	nt	3
COc1ccc(CN2CCCCC2C)cc1OC (stereo not drawn)	7	-9	29	10	1.3	2	-2.1	0.1	6	4
COC(=O)c1c(C)[nH]c(C(=O)CN2C(=O)NC3(CCOc4ccccc43)C2=O)c1C (stereo not drawn)	-5	-20	nt	3	-0.8	-3	2.4	-3.1	-2	-10
Cc1cc(NC(=S)Nc2cccnc2)ccc1Br	2	-2	15	7	0.6	3	0.0	-1.2	-5	0
COc1ccc(OC)c(S(=O)(=O)Nc2ccc3c(c2)n(C)c(=O)n3C)c1	2	-10	19	10	1.1	62*	1.1	-0.1	6	-2
c1ccc(N=Nc2cn[nH]c2-c2ccco2)cc1	6	-3	13	12	nt	-3	-1.4	-5.9	1	nt
COc1cccc(-n2c(/C=C/c3ccccn3)nc3ccccc3c2=O)c1	21	34	13	14	1.1	0	-2.4	0.1	2	nt
O=C(N[C@@H](Cc1ccccc1)C(=O)OCC(=O)N1CCOCC1)c1cccs1	7	-5	-6	3	-0.5	-5	-4.6	0.3	0	2
COc1ccc(Cl)cc1NC(=S)NCc1ccco1	2	-3	37	-4	2.1	-4	1.0	-3.0	2	-1
CC(C)CN(C(=O)COC(=O)c1cc(=O)[nH]c2ccccc12)c1c(N)n(Cc2ccccc2)c(=O)[nH]c1=O	2	7	nt	10	nt	5	-1.5	-3.4	-1	nt

# An unsorted share of the library; 4.9% or so of the library scored in one or more.
